Source: PubChem BioAssay (several laboratories)
Her2 expr inh: inhibitors of Her2 protein expression, primary screen, SKBR-3 cells, AlphaScreen, 66K library; Receptor tyrosine-protein kinase erbB-2 (Homo sapiens), P04626; HER2 level % of control, % at 10 µM; 65,000 compounds, 0.69% hits; SKBR-3 HER2 protein level, 18-24 h; stronger effect = lower value;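 active = HER2 level under 5% of the carrier-only control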;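 also: 100% = DMSO carrier and 0% = 500 nM PU-H71 HSP90 inhibitor; lower value means stronger loss of Her2 protein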
Fluor 339 460: intrinsic fluorescence of library compounds, ex339/em460 – biochemical, MLSMR library, data from DPM-DC assay, artefact control, profiling panel; compound autofluorescence, ex339/em460 nm, NADH buffer; stronger effect = higher value; 1 = no-compound wells, NADH background; fluorescence fold increase at 10 µM; 65,000 compounds, 5.5% hits; AID 709, 2007;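 active = at 10 µM, mean starting fluorescence two-fold or more over control wells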;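 also: signal is the first read of a kinetic run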
E coli RNAP: E. coli RNAP inhibitors, biochemical. DNA-directed RNA polymerase subunit beta (Escherichia coli (strain K12)), P0A8V2. E. coli RNA polymerase, fluorescence transcription assay. inhibition, %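 (tested at 10 µM)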. 62,000 compounds, 0.2% hits; in the data active = inhibition above about 20%;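 also: 0% = enzyme without compound and 100% = no enzyme blank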
Hsp90 block: tumor Hsp90 inhibitors, primary screen, cell lysate, fluorescence polarization, NCI-N417 lysate; Heat shock protein HSP 90-alpha (Homo sapiens), P07900; Cy3B-geldanamycin FP displacement; inhibition, % at 30 µM; 64,000 compounds, 0.35% hits;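 active = inhibition above 50%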;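 also: 0% = tracer plus lysate wells and 100% = tracer alone without lysate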
NADH enzymes: inhibitors of PK/LDH coupling enzymes, profiling panel, artefact control, biochemical, MLSMR library; AID 774, 2007; coupled PK/LDH NADH assays, four targets; 65,000 compounds, 0.02% hits; IC50, µM (titrated, usually from 10 µM), without a hit: at the highest dose inhibition;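 active = single-dose screening hits from any of four coupled enzyme assays that gave an IC50 when retested across doses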;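 also: the DPM-DC format reads NADH fluorescence rather than 340 nm absorbance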
M1 antagonist: antagonists of rat M1 muscarinic receptor | AID 628, 2007 | B-score at 10 µM | 64,000 compounds, 3.4% hits | Muscarinic acetylcholine receptor M1 (Rattus norvegicus), P08482 | CHO-M1 cells, Fluo-4 calcium, ACh EC80 antagonist mode; stronger effect = lower value;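 active = calcium fluorescence response, raw or row-and-column corrected B-score, differing from the plate sample mean either way at a set confidence level, mostly lower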
Target sequence (P08482 whole entry, looked up): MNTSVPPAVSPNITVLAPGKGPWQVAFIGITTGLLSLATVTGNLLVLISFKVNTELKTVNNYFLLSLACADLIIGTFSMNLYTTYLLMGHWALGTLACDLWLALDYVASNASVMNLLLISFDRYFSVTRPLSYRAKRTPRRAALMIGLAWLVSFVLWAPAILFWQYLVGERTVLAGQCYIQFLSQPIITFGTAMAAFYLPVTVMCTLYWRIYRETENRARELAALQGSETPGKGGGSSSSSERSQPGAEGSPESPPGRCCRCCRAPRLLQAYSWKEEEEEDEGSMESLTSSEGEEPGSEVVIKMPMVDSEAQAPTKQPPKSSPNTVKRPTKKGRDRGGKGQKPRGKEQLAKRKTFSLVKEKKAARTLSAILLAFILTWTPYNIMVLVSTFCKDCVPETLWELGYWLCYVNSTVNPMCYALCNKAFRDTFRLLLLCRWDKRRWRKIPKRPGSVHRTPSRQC
M1 agonist: M1 muscarinic receptor agonists, primary screen, CHO-M1 cells, Fluo-4 calcium, agonist mode | Muscarinic acetylcholine receptor M1 | Fluo-4 calcium fluorescence; stronger effect = higher value | B-score at 10 µM | 64,000 compounds, 3% hits;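 active = fluorescence rise, raw or as B-score row- and column-corrected plate score, outside the 99.7% band of its plate's samples, either direction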
HTR1A agonist: human 5-HT1a receptor agonists, primary screen, cell-based, CHO, Ga15 NFAT-bla reporter; 5-hydroxytryptamine receptor 1A (Homo sapiens), P08908; CHO 5-HT1a Ga15 NFAT-bla reporter, FRET ratio; 0% basal, 100% maximal reference agonist; activation, % at 10 µM; 65,000 compounds, 0.56% hits; AID 567, 2006;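 active = activation above the screen-wide mean activation plus 3 SD, cut at about 19% in these data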;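 also: 0% = DMSO wells and 100% = 5-CT at EC100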
D1 mod: D1 CRE-luciferase signal change, two-sided – cell-based, HEK293 D1, dopamine EC30, D1 allosteric modulator project, primary screen. 58,000 compounds, 5.9% hits. D(1A) dopamine receptor (Homo sapiens), P21728. B-score at 10 µM. dopamine EC30 potentiation; actives deviate in either direction;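 active = luminescence count or its row- and column-corrected plate score outside the 99.7% band of the plate's sample wells, on either side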
Target sequence (P21728 whole entry, looked up): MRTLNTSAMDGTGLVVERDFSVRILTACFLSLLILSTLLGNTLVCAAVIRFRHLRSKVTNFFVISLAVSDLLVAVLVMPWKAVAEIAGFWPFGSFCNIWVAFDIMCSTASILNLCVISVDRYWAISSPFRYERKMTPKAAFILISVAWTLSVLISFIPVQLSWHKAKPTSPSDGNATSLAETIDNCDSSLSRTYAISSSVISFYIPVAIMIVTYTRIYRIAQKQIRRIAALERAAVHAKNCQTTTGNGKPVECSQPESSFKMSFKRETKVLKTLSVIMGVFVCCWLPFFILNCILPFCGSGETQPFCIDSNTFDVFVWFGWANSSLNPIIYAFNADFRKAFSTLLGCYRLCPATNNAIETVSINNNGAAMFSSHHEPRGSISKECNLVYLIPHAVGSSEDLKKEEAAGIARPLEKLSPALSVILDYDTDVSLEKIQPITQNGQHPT
Numbers without * were called inactive; . = no result given; [ ] = another dose, or the depositor's remark.

nr	SMILES	Hsp90 block	E coli RNAP	Fluor 339 460	HTR1A agonist	D1 mod	Her2 expr inh	M1 agonist	M1 antagonist	NADH enzymes
1	CCN(CC)CCCNc1cc2n(c(=O)n1)CCc1cc(OC)c(OC)cc1-2	-7	-4	4*	-0.4	0.2	105	-0.58	-0.011	13%[fluoresces]
2	COCCNc1cc(C)c(C#N)c2nc3ccccc3n12	-7	-50	2.3*	4.3	3.2	125	0.061	-0.44	7%[fluoresces]
3	Cc1ccc2c(c1)[C@@H]1CN(C)CC[C@@H]1N2S(=O)(=O)c1ccc(F)cc1	3	3	1.1	1.9	.	108	-0.054	0.32	3%
4	Cc1ccc(C2C(C#N)=C(N)SC(N)=C2C#N)cc1	-5	-7	1	-0.1	1.9	115	-0.59	0.69	5%
5	COc1cccc(C2C(C#N)=C(N)OC3=C2C(=O)CC(c2ccco2)C3)c1OCc1ccc(F)cc1 (centres undefined)	-7	0	1.1	-1.7	0.15	78	0.044	-0.24	4%
6	CCOC(=O)c1[nH]c(C)c(C(=O)NCc2ccc(C)cc2)c1C	-2	-1	1.1	-0.8	3.4	87	0.78	-0.26	1%
7	Cn1c(NCCCO)nc2c(c1=O)C1(CCCCC1)Cc1ccccc1-2	1	.	3.8*	-0.6	-0.3	75	0.4	0.071	9%[fluoresces]
8	O=C(c1ccco1)N1CCN(S(=O)(=O)c2ccc(C3CCCCC3)cc2)CC1	-3	9	1	-0.3	-1.1	81	-0.32	-0.86	3%

nr	SMILES	Hsp90 block	E coli RNAP	Fluor 339 460	HTR1A agonist	D1 mod	Her2 expr inh	M1 agonist	M1 antagonist	NADH enzymes
9	CC(=O)c1cc(Cl)ccc1OC(=O)c1ccco1	1	5	1	-3.0	-0.71	108	0.76	0.22	2%
10	O=c1cc(O)nc(SCc2ccc(Cl)cc2)[nH]1	-6	-2	1.1	0.2	0.62	123	0.053	0.5	8%
11	O=C(CSc1nc2c(cnn2-c2ccccc2)c(=O)[nH]1)c1ccc(Cl)cc1	4	12	1.1	-0.6	-0.19	69	-1.7	0.045	2%
12	O=C(OC1CCOC1=O)c1ccc2ccccc2n1 (centres undefined)	-1	8	1	-0.7	-0.75	81	0.69	0.47	4%
13	O=C(Nc1cccnc1)C1CCCN1S(=O)(=O)c1ccc(Cl)c(Cl)c1 (centres undefined)	3	5	1.1	-1.4	0.95	90	.	.	5%
14	N#Cc1nc(-c2ccccc2)oc1NCCN1CCCCC1	4	5	3.8*	-1.1	0.076	97	1.9	1.2	12%[fluoresces]
15	Cc1ccc(-c2cc(-c3ccc4c(c3)OCO4)c(C#N)c(N)n2)o1	-5	7	3.8*	1.9	5.9*	79	-0.094	0.25	15%[fluoresces]
16	O=C(NCc1cccnc1)C1c2ccccc2C(=O)N1Cc1ccco1 (centres undefined)	57*	8	1.1	-0.7	-0.72	90	11*	0.02	2%

nr	SMILES	Hsp90 block	E coli RNAP	Fluor 339 460	HTR1A agonist	D1 mod	Her2 expr inh	M1 agonist	M1 antagonist	NADH enzymes
17	Nc1ccc(O)cc1C(=O)OCC(=O)C12CC3CC(CC(C3)C1)C2	4	5	2.1*	-3.7	0.95	80	-0.014	0.8	5%[fluoresces]
18	CCN(CC)c1ccc(NC(=O)C2CC3CCC2C3)cc1 (centres undefined)	-1	7	1.1	0.9	-0.0045	75	3.2	-0.033	2%
19	CC(C(=O)Nc1ccccc1C(=O)N1CCCC1)n1nnc2ccccc21 (centres undefined)	-4	-3	1	-0.3	-0.26	78	-0.33	0.3	2%
20	Cc1cnc(NC(=O)COc2ccccc2)s1	-5	4	1.1	-4.2	0.052	91	0.78	1.5	4%
21	CC1(C)CC2CC(C)(CN2C(=O)c2cc(-c3ccccc3O)on2)C1 (centres undefined)	-5	2	1.1	0.1	0.59	77	-1.1	1.4	4%
22	CCCn1c(CCc2ccccc2)nnc1SCC(=O)N1CCOCC1	-5	6	1.1	-3.3	3.2*	101	0.42	1	2%
23	O=C(c1cccs1)N1CCC(c2nc3c(nnn3Cc3ccccc3)c(=O)[nH]2)CC1	-1	-5	1	-0.1	0.67	93	0.9	-0.0025	6%
24	COc1cccc(C2=Nn3c(nnc3-c3ccccc3O)SC2)c1	0	-3	1	0.0	0.48	84	0.62	1.3	2%

nr	SMILES	Hsp90 block	E coli RNAP	Fluor 339 460	HTR1A agonist	D1 mod	Her2 expr inh	M1 agonist	M1 antagonist	NADH enzymes
25	N#Cc1c(SCC(=O)Nc2nccs2)nc2c(c1-c1ccco1)CCCC2	-9	11	1.2	1.0	0.51	32	-0.078	-0.32	7%
26	c1ccc(N2CCN(c3nc4ccccc4n4nnnc34)CC2)cc1	-6	-6	1.8	1.6	0.65	86	17*	0.11	5%
27	Nc1nonc1-c1noc(-c2ccc(Br)o2)n1	-5	-2	1.1	-3.7	0.0065	80	-0.069	0.43	0%
28	CN(C)C(CNC(=O)c1cccs1)c1cccnc1 (centres undefined)	0	4	1.1	-2.4	0.013	47	0.76	0.00063	4%
29	CC(=O)OC(C(=O)NC1CCCCC1)c1ccc(C)cc1 (centres undefined)	3	-3	1.1	-4.3	0.017	112	0.35	0.47	8%
30	Cc1nn(-c2ccccc2)c(Cl)c1C1C(C#N)=C(N)Oc2n[nH]c(C)c21 (centres undefined)	4	-6	1.1	1.6	-1.3	72	0.43	0.64	8%
31	Cc1[nH]c(=O)[nH]c(=O)c1NS(=O)(=O)c1ccc2c(c1)CCCC2	-3	7	1.1	-3.9	0.6	80	-0.12	0.12	0%
32	O=C(c1ccccc1NS(=O)(=O)c1cccs1)N1CCCC1	.	8	1.1	1.4	-1.9	113	-0.66	-0.57	1%

nr	SMILES	Hsp90 block	E coli RNAP	Fluor 339 460	HTR1A agonist	D1 mod	Her2 expr inh	M1 agonist	M1 antagonist	NADH enzymes
33	O=C(Oc1ccc(-c2nnco2)cc1)N(c1ccccc1)c1ccccc1	-2	9	1.1	-1.7	1.3	53	0.049	-1.6*	4%
34	COc1ccc(-c2nnc(SCC(=O)NC(=O)NCc3ccco3)o2)cc1	-3	0	1.1	-1.6	-0.65	81	-0.34	-0.014	1%
35	CCOC(=O)c1cccc(NC(=O)CN(c2ccc(C)cc2)S(=O)(=O)c2c(C)noc2C)c1	-1	4	1.1	1.6	-0.15	85	-0.074	-0.34	4%
36	Nc1ccccc1S(=O)(=O)c1ccccc1N	-2	0	1.1	-0.7	-0.14	119	0.56	-0.62	8%
37	CCCCCOc1ccc(C(=O)NC(C(=O)O)C(C)C)cc1 (centres undefined)	-1	8	1.1	0.1	.	79	-0.48	-0.013	5%
38	CCc1c(C)c2ccc(OCC(N)=O)cc2oc1=O	3	4	3.7*	-1.4	2.2	141	-0.28	-0.44	1%[fluoresces]
39	O=C(CCn1cnc2ccccc2c1=O)Nc1ccc(S(=O)(=O)N2CCCC2)cc1	0	1	1.1	0.1	-0.54	91	0.49	-0.37	6%
40	CC1CCc2nc(N)c(C#N)c(-c3ccncc3)c2C1 (centres undefined)	0	.	3.8*	1.1	1.7	100	.	.	13%[fluoresces]

A different layout for some results above:
(30) Cc1nn(-c2ccccc2)c(Cl)c1C1C(C#N)=C(N)Oc2n[nH]c(C)c21 (centres undefined)
(31) Cc1[nH]c(=O)[nH]c(=O)c1NS(=O)(=O)c1ccc2c(c1)CCCC2
(32) O=C(c1ccccc1NS(=O)(=O)c1cccs1)N1CCCC1
(33) O=C(Oc1ccc(-c2nnco2)cc1)N(c1ccccc1)c1ccccc1
(34) COc1ccc(-c2nnc(SCC(=O)NC(=O)NCc3ccco3)o2)cc1
(35) CCOC(=O)c1cccc(NC(=O)CN(c2ccc(C)cc2)S(=O)(=O)c2c(C)noc2C)c1
(36) Nc1ccccc1S(=O)(=O)c1ccccc1N
Compound | 30 | 31 | 32 | 33 | 34 | 35 | 36
Hsp90 block | 4 | -3 | . | -2 | -3 | -1 | -2
E coli RNAP | -6 | 7 | 8 | 9 | 0 | 4 | 0
Fluor 339 460 | 1.1 | 1.1 | 1.1 | 1.1 | 1.1 | 1.1 | 1.1
HTR1A agonist | 1.6 | -3.9 | 1.4 | -1.7 | -1.6 | 1.6 | -0.7
D1 mod | -1.3 | 0.6 | -1.9 | 1.3 | -0.65 | -0.15 | -0.14
Her2 expr inh | 72 | 80 | 113 | 53 | 81 | 85 | 119
M1 agonist | 0.43 | -0.12 | -0.66 | 0.049 | -0.34 | -0.074 | 0.56
M1 antagonist | 0.64 | 0.12 | -0.57 | -1.6* | -0.014 | -0.34 | -0.62
NADH enzymes | 8% | 0% | 1% | 4% | 1% | 4% | 8%

(37) CCCCCOc1ccc(C(=O)NC(C(=O)O)C(C)C)cc1 (centres undefined)
(38) CCc1c(C)c2ccc(OCC(N)=O)cc2oc1=O
Compound | 37 | 38
Hsp90 block | -1 | 3
E coli RNAP | 8 | 4
Fluor 339 460 | 1.1 | 3.7*
HTR1A agonist | 0.1 | -1.4
D1 mod | . | 2.2
Her2 expr inh | 79 | 141
M1 agonist | -0.48 | -0.28
M1 antagonist | -0.013 | -0.44
NADH enzymes | 5% | 1%[fluoresces]

Later entries
nr	SMILES	Hsp90 block	E coli RNAP	Fluor 339 460	HTR1A agonist	D1 mod	Her2 expr inh	M1 agonist	M1 antagonist	NADH enzymes
41	O=C1NCCCc2c1no[n+]2[O-]	-4	5	1.1	6.8	-2.9	106	0.15	-0.44	4%
42	Cc1nnc(SCC(=O)Nc2nc(-c3ccccc3)cs2)n1N	-7	1	1.1	-0.7	-0.62	70	-0.8	0.37	3%
43	Cc1ccc(C)n1-n1c(C)nc2sc(-c3ccccc3)cc2c1=O	-5	-8	1	-2.0	-0.78	116	-0.54	-1.7	1%
44	c1ccc2oc(-c3nn4c(Cn5cnc6ccccc65)nnc4s3)cc2c1	3	2	2.2*	1.2	-0.18	86	0.026	-0.14	9%
45	Cc1nc(-c2ccc(NS(C)(=O)=O)cc2)cs1	2	6	1.1	-0.6	0.11	99	0.71	0.24	2%
46	CC(=O)Nc1ccc(C(=O)CSc2nnc(-c3ccc(O)cc3)n2CC2CCCO2)cc1 (centres undefined)	-6	-1	1.1	-3.0	0.57	88	-0.35	0.0029	3%
47	CCOC(=O)C1=C(C)NC2=C(C(=O)CCC2)C1c1ccc(N(C)C)cc1 (centres undefined)	-2	5	1.1	-1.1	0.015	82	0.77	-4.3*	2%
